APJ ag – agonists of human APJ apelin receptor | activation, % at 20 µM | P35414 | 330,000 compounds, 0.11% hits | CHO-K1 APJ PathHunter beta-arrestin, luminescence; 0% DMSO wells, 100% apelin;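 active = activation more than six SD over the plate average, tested at 20 µM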;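 note: 0% = DMSO alone and 100% = apelin-13 at 10 nM; some results filed as inactive read as strong as hits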
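Material: CHO-K1 APJ beta-arrestin complementation cell line; Input: cell density 1000 per well; Incubation: compound stimulation 90 min at 25 °C, detection 60 min; Signal: luminescence from split beta-galactosidase complementation, Galacton Star/Emerald II substrate; Controls: DMSO-only wells as negative, 10 nM Apelin-13 as positive control.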
697 NFkB inh – inhibitors of the PMA/ionomycin-induced NF-kB reporter in 697 B cells; 697 B-cell NF-kB luciferase reporter, 16 h; inhibition, % at 4 µM; 330,000 compounds, 0.33% hits; AID 435022; in the data active = inhibition above about 35%
APJ antagonist – APJ receptor antagonism. P35414. CHO-K1 APJ beta-arrestin complementation, luminescence. inhibition, % at 20 µM. 330,000 compounds, 0.32% hits. AID 2521;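 active = inhibition above about 40% at 20 µM, limit read from the data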;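 note: cells challenged with 10 nM apelin-13 agonist together with compound; plate controls were apelin-13 plus DMSO wells for no effect and DMSO wells lacking apelin-13 for full effect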
tim23-1 inh – tim23-1 yeast growth inhibition; S. cerevisiae tim23-1 growth, BacTiter-Glo luminescence, 24 h; inhibition, % at 20 µM; AID 463212; 330,000 compounds, 1.3% hits;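 active = growth inhibition of the mutant yeast at or above 50%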;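 note: temperature-sensitive mutant grown at 25 °C; plate controls were DMSO-treated mutant yeast for no effect and medium wells lacking yeast for full effect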
CHOP UPR activ – apoptotic UPR (CHOP) activation; 330,000 compounds, 0.34% hits; CHO-CHOP luciferase reporter, luminescence; percent of tunicamycin response over DMSO baseline; AID 449763; activation, % at 10 µM;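 active = at 10 µM dose, activation of 40% or more, normalized to positive control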;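 note: 100% = tunicamycin at 10 µg/mL and 0% = DMSO alone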
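Assay system: CHO-CHOP cells, stable luciferase reporter of PERK-eIF2a-CHOP signalling / Buffer or medium: F12 plus 10% serum / Compound dosing: one dose, 10 µM in 0.5% DMSO / Times: 6 h compound treatment, 37 °C / Technique: luciferase luminescence / Read-out: % reporter activation, DMSO baseline versus tunicamycin full activation / Benchmarks: tunicamycin and DMSO controls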
Jurkat NFkB inh – inhibitors of the PMA/ionomycin-induced NF-kB reporter in Jurkat cells | inhibition, % at 4 µM | 330,000 compounds, 0.53% hits | PMA/ionomycin-induced NF-kB luciferase reporter, luminescence | AID 435003; in the data active = inhibition above about 50%
XBP1 UPR activ – adaptive UPR (XBP1) activation | CHO-XBP1 luciferase reporter, IRE1-XBP1 UPR activation, luminescence; percent of tunicamycin response, DMSO as zero | activation, % at 20 µM | 330,000 compounds, 0.33% hits | AID 463104;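 active = versus positive control, 20 µM dose yields 30% or more activation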;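 note: 100% = tunicamycin at 10 µg/mL and 0% = DMSO only wells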
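Material: CHO cell line with stable XBP1 luciferase reporter; buffer or medium: F12 medium containing 10% fetal bovine serum; compound: single point, 20 µM final compound, 1% DMSO; incubation: 6 h treatment, 37 °C; measured by: glow luminescence from Steady-Glo reagent; evaluation: activation, % of tunicamycin; control set: tunicamycin high, DMSO low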
Mdm2-MdmX inh – disrupts the human Mdm2-MdmX interaction; AID 485346; 330,000 compounds, 3% hits; inhibition, % at 8 µM; O15151+Q00987; SaOS-2 split-luciferase Mdm2/MdmX complementation, luminescence;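 active = inhibition of at least 50% at 8 µM in the primary screen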
Target sequence (O15151 whole entry, looked up): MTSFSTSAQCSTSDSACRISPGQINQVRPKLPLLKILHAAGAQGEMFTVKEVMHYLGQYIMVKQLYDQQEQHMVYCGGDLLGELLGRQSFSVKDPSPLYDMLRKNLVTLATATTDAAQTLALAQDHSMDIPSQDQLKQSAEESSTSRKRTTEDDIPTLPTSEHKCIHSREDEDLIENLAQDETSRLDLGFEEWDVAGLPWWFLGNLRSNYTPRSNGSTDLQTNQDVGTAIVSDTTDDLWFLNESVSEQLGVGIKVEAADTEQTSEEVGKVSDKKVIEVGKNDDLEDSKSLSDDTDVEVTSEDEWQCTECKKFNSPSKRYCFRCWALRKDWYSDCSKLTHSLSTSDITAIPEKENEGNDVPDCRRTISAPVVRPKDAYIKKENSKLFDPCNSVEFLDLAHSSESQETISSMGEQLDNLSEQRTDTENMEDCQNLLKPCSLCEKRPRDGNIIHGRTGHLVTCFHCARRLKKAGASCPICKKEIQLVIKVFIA
Target sequence (Q00987 whole entry, looked up): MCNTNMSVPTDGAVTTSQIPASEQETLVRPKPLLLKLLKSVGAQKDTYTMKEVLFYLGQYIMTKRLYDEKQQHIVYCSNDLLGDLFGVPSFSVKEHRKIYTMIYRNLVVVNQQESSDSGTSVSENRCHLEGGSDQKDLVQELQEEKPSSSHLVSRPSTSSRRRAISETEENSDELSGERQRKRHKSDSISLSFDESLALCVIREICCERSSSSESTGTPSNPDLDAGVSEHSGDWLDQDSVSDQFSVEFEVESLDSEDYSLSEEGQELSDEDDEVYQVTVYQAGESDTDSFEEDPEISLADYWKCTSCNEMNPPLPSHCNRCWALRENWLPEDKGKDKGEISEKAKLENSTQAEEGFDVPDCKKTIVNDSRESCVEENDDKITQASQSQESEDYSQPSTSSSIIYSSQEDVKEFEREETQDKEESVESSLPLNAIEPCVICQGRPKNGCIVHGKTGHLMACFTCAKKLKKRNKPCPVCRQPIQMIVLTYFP
An asterisk follows results filed as active.

entry	compound	APJ ag	697 NFkB inh	APJ antagonist	tim23-1 inh
1	C/C(=C/C#N)Nc1ccc(C)cc1	-6	22	2	4
2	COc1ccc(C(=O)NC(=S)Nc2ccc(N3CCOCC3)cc2)cc1Cl	-4	4	16	33
3	CCC(C)(C)n1nnnc1C(c1ccc(Cl)cc1)N1CCN(C)CC1 (stereo not given)	-2	-16	-15	4
4	COC(=O)c1c(C)noc1-c1snnc1C	-5	-6	-5	4
5	Cc1nn(-c2cc(N3CCCCC3)ccc2N)c(=O)c2ccccc12	-2	18	-7	10
6	CCc1c(C)nc2[nH]nc(-c3ccccc3)n2c1=O	-2	-7	15	12
7	CCCc1nnc2n1N=C(c1ccc(C)cc1)CS2	-2	6	8	34
8	CCOc1ccccc1N(C(=O)c1ccco1)C(C(=O)NC1CCCC1)c1cccnc1 (stereo not given)	-3	8	14	5
9	CCc1cc(=O)oc2c3c(cc(OCC(=O)NCc4ccccn4)c12)OC(C)(C)CC3	1	12	3	24
10	Cc1nc([N+](=O)[O-])cn1Cc1cccc([N+](=O)[O-])c1	-2	12	0	6
11	COc1cc(NC(=O)CCCNC(=O)Cn2cnc3sc(C)c(C)c3c2=O)cc(OC)c1OC	-1	0	-4	0
12	O=C(Nc1cccc(S(=O)(=O)N2CCCCC2)c1)C1CC1	-4	10	-12	20

entry	CHOP UPR activ	Jurkat NFkB inh	XBP1 UPR activ	Mdm2-MdmX inh
1	0.3	1	-1	11
2	1.0	6	-2	36
3	0.4	0	-2	7
4	1.2	8	-3	0
5	1.8	3	1	-4
6	3.5	-15	-1	14
7	1.4	16	3	27
8	-2.4	4	-1	12
9	-1.1	0	5	-7
10	-0.1	0	-1	8
11	-1.1	-5	0	8
12	-0.8	9	0	31

The listing continues.
entry	compound	APJ ag	697 NFkB inh	APJ antagonist	tim23-1 inh
13	COC(=O)Cc1[nH]nc2c1C1(C(=O)N(Cc3ccc(Cl)cc3)c3ccccc31)C(C#N)=C(N)O2 (stereo not given)	8	15	-9	7
14	COC(=O)c1cnc(Oc2ccc(NC(=O)NC(=O)c3c(F)cccc3F)cc2)cc1C(F)(F)F	-4	1	11	-7
15	CCOC(=O)C1CCCN(C(=O)c2cc(-c3ccncc3)nc3ccccc23)C1 (stereo not given)	-2	-5	-14	15
16	CCC(CC)NC(=O)COC(=O)c1ccc2c(c1)C(=O)N(Cc1ccco1)C2=O	1	9	4	-4
17	CCOC(=O)/C(=N\Nc1ccccc1Cl)N(C)C1CCS(=O)(=O)C1 (stereo not given)	-3	13	26	7
18	C/C(=N\NC(=O)c1ccncc1)c1ccc(N2CCOCC2)cc1	-3	0	-1	-6
19	CCCN1CNC(=S)N(c2ccccc2OCC)C1	-3	-1	0	11
20	CCC1Sc2ccc(S(=O)(=O)CCC(=O)N3CCc4ccccc43)cc2NC1=O (stereo not given)	-4	-9	3	-8
21	COc1cc(/C=N/Nc2nc(C)cc(C)n2)ccc1OC(=O)c1ccco1	-1	13	-7	5
22	CC/C(=N/Nc1ccc(Cl)cc1)c1cnnc(SC)n1	-2	36*	34	8
23	CC(C)C(=O)Nc1nnc(-c2ccccc2)o1	-2	8	0	-2
24	Cc1cnc(NC(=O)C2=C(O)c3ccccc3S(=O)(=O)N2C)s1	2	11	2	-4

entry	CHOP UPR activ	Jurkat NFkB inh	XBP1 UPR activ	Mdm2-MdmX inh
13	-1.1	-17	0	10
14	-1.0	41	-2	13
15	2.2	12	-2	3
16	-1.5	-9	0	14
17	0.0	3	0	20
18	0.6	0	-3	-49
19	0.7	2	-1	-37
20	2.4	-14	0	5
21	2.6	-5	-1	1
22	0.7	-4	-2	-16
23	0.9	-3	-2	-7
24	0.6	-1	-5	-2

Limited to 697 NFkB inh, for some of the entries so far:
cpd	smiles	697 NFkB inh
8	CCOc1ccccc1N(C(=O)c1ccco1)C(C(=O)NC1CCCC1)c1cccnc1 (stereo not given)	8
3	CCC(C)(C)n1nnnc1C(c1ccc(Cl)cc1)N1CCN(C)CC1 (stereo not given)	-16

Following part.
entry	compound	APJ ag	697 NFkB inh	APJ antagonist	tim23-1 inh
25	CCN(CC)C(=O)CSc1ncnc2c1nnn2-c1ccc(F)cc1	-2	13	19	18
26	Cc1cc(C)n(S(=O)(=O)c2cc(Cl)ccc2Cl)n1	3	-65	6	27
27	CCc1ccc(OCC(=O)N(C)C)c(Br)c1	-5	8	6	-1
28	CS(=O)(=O)c1ccc(Cl)c(NC(=O)c2cccc(Br)c2)c1	-4	4	-1	26
29	O=C(CSc1nc(O)c(Cc2ccccc2)c(=O)[nH]1)c1ccccc1	-2	7	5	4
30	C/C(Cn1cnc([N+](=O)[O-])n1)=N\NC(=O)c1ccc(Br)cc1	4	-13	-22	2
31	CC(C)c1ccc(N2C(=O)CC(NNC(=O)c3ccccc3Cl)C2=O)cc1 (stereo not given)	-4	22	-20	-8
32	Cc1noc(/C=C/N(C)C)c1S(=O)(=O)N1CCCC(C(=O)NC(C)c2ccccc2)C1 (stereo not given)	1	19	9	9
33	O=C(Nc1ccc(Cl)cc1)C1CCN(C(=O)NC2CCCCC2)CC1	3	-16	3	11
34	CCOC(=O)CCc1c(C)c2ccc(OC3CCCCC3=O)c(C)c2oc1=O (stereo not given)	-1	-67	13	16
35	Cc1[nH]c(=O)[nH]c(=O)c1/C=N\NC(=O)CCc1ccc(OC(C)C)cc1	-4	5	-29	16
36	C[C@@H](C(=O)Nc1ccc2ccccc2c1)[C@@H]1C[C@@]1(C)[C@@H](N)c1ccccc1	0	20	6	20

entry	CHOP UPR activ	Jurkat NFkB inh	XBP1 UPR activ	Mdm2-MdmX inh
25	1.0	12	-3	31
26	2.8	-6	4	-21
27	0.2	6	-3	14
28	-0.8	2	0	-8
29	2.2	7	0	-5
30	3.1	-6	1	7
31	1.7	18	1	-11
32	0.9	6	0	-3
33	0.6	-13	2	-9
34	0.9	-9	2	-12
35	1.3	-6	-2	23
36	-0.3	-7	4	7

Of the compounds above, these contain a nitro group on carbon:
entry	compound	APJ ag	697 NFkB inh	APJ antagonist	tim23-1 inh
10	Cc1nc([N+](=O)[O-])cn1Cc1cccc([N+](=O)[O-])c1	-2	12	0	6
30	C/C(Cn1cnc([N+](=O)[O-])n1)=N\NC(=O)c1ccc(Br)cc1	4	-13	-22	2

entry	CHOP UPR activ	Jurkat NFkB inh	XBP1 UPR activ	Mdm2-MdmX inh
10	-0.1	0	-1	8
30	3.1	-6	1	7

697 NFkB inh, hit marks shown above
| no. | mol | APJ ag | 697 NFkB inh | APJ antagonist | Jurkat NFkB inh | XBP1 UPR activ | Mdm2-MdmX inh |
| --- | --- | --- | --- | --- | --- | --- | --- |
| 22 | CC/C(=N/Nc1ccc(Cl)cc1)c1cnnc(SC)n1 | -2 | 36* | 34 | -4 | -2 | -16 |

Following part
entry	compound	APJ ag	697 NFkB inh	APJ antagonist	tim23-1 inh
37	Cn1c2ccccc2n2c(=O)cc(-c3ccccc3)c(C#N)c12	4	-66	3	6
38	CCN(CC)S(=O)(=O)c1ccc(NC(=S)Nc2ccccc2)cc1	-2	1	-5	13
39	CC(C)(C)SCCNC(=O)CN1C(=O)c2ccccc2S1(=O)=O	-4	7	6	-8
40	Cc1[nH]c2ccccc2c1C(=O)COC(=O)c1ccccc1O	1	-16	2	-2
41	CSc1cccc(NC(=S)NN(C)C)c1	3	-22	-9	5
42	COc1ccc2cc(S(=O)(=O)N3CCOCC3)ccc2c1	6	-38	-13	13
43	COc1cccc(-c2ccc(SCC(=O)NCCc3ccccc3)nn2)c1	-4	10	-8	21
44	CCC(C(=O)NCCN1CCOCC1)n1c2ccccc2c2nc(=O)cc(C)n21 (stereo not given)	-3	-2	8	3
45	CC1=NCC(C)c2c1[nH]c1ccccc21 (stereo not given)	-6	12	3	0
46	COc1ccc(C(c2nnnn2CS(=O)(=O)c2ccc(C)cc2)N2CCN(c3ncccn3)CC2)cc1 (stereo not given)	3	9	23	4
47	O=C(OCC(=O)N1CCN(c2cccc(Cl)c2)CC1)c1ccco1	-3	-10	17	-7
48	COc1ccc(Cl)cc1NC(=O)CNc1ccccc1CN(C)C1CCCCC1	-2	-42	6	19

entry	CHOP UPR activ	Jurkat NFkB inh	XBP1 UPR activ	Mdm2-MdmX inh
37	1.2	-15	4	1
38	-1.6	-6	2	-1
39	-2.1	-15	-2	25
40	4.9	-20	-1	-71
41	0.3	-18	8	-17
42	-1.3	-4	0	11
43	3.0	-10	0	14
44	-2.5	-5	-2	4
45	1.6	-3	0	-2
46	5.0	3	-1	34
47	3.0	-18	0	12
48	1.4	-2	3	21

Among those listed so far, two have fluorine.
entry	compound	APJ ag	697 NFkB inh	APJ antagonist	tim23-1 inh
14	COC(=O)c1cnc(Oc2ccc(NC(=O)NC(=O)c3c(F)cccc3F)cc2)cc1C(F)(F)F	-4	1	11	-7
25	CCN(CC)C(=O)CSc1ncnc2c1nnn2-c1ccc(F)cc1	-2	13	19	18

entry	CHOP UPR activ	Jurkat NFkB inh	XBP1 UPR activ	Mdm2-MdmX inh
14	-1.0	41	-2	13
25	1.0	12	-3	31

The list goes on:
entry	compound	APJ ag	697 NFkB inh	APJ antagonist	tim23-1 inh
49	CCOC(=O)/C=C/C(=O)OCC(=O)Nc1cccc(Br)c1	0	7	-11	39
50	COc1cccc(OC(=O)CSc2nnc(-c3ccccc3Br)o2)c1	1	-3	4	13
51	Cc1ccc(C)c(C(=O)COC(=O)c2cc([N+](=O)[O-])ccc2N2CCOCC2)c1	-5	-5	23	10
52	CCOc1cc(C2NC(=O)NC(O)(C(F)(F)F)C2C(=O)c2ccccc2)ccc1OC (stereo not given)	-1	6	18	-8
53	CCn1c(=O)c(=O)n(CC)c2cc(S(=O)(=O)N3CCc4ccccc43)ccc21	-1	3	1	21
54	c1ccc(CNn2nnnc2-c2ccccc2)cc1	-4	21	-7	14

entry	CHOP UPR activ	Jurkat NFkB inh	XBP1 UPR activ	Mdm2-MdmX inh
49	0.3	1	-2	16
50	-0.5	-2	0	-14
51	1.8	26	2	3
52	-1.1	-12	1	7
53	0.6	7	-1	14
54	-0.8	8	-2	-22

Bioassay records: PubChem, Sanford-Burnham Center for Chemical Genomics
